Bioassay records as filed in PubChem BioAssay.
LGR2 antag: Drosophila LGR2 receptor signaling inhibition; HEK293 LGR2, CRE-luciferase, bursicon-stimulated, 4 h; inhibition, % at 9.99 µM; actives 0.35% (n = 380,000); AID 720647;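 active = drop in luminescence signal, shown as inhibition above about 50% in the replicate tests, limit read from the data, passing the limit was not always enough; inconclusive = probably only some replicates passing the limit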;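 also: agonist challenge used bursicon conditioned medium at about half maximal strength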
PGC1a acetyl inh: PGC1a acetylation modulation, inhibitor mode; U2OS PGC1a acetylation, AlphaScreen anti-acetyl-lysine; with virally co-expressed GCN5 acetyltransferase; inhibition, % at 15.6 µM; actives 0.17% (n = 350,000);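 active = every replicate shows inhibition of at least 40%; inconclusive = mean inhibition at least 40% but some replicate below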;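 also: 0% = neutral control wells and 100% = positive control wells; some results beyond the cut were filed as inactive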
PglD inh: inhibitors of Campylobacter jejuni PglD acetyltransferase; AID 602405; inhibition, % at 12.5 µM; purified PglD enzyme, DTNB colorimetric CoA detection; actives 0.098% (n = 360,000); in the data active = inhibition above about 16%, passing the limit was not always enough; inconclusive = no clear call, values can overlap the other calls; also: strong numbers were not always called active
Numbers without * were called inactive; u = inconclusive. These rows are one share of the data (hit frequency here may not be typical).

SMILES	LGR2 antag	PGC1a acetyl inh	PglD inh
CC(C)NC(=O)c1ccc(-c2cccc(C(F)(F)F)c2)o1	7	-2	-2
Cc1cc(NC(=O)c2cccc(S(=O)(=O)N3CCCCCC3)c2)n(-c2ccccn2)n1	-11	0	-1
CC(/C=C(\NC(=O)c1ccccc1)C(=O)N=Nc1c(O)[nH]c2ccc(C)cc12)=C\c1ccccc1	5	-5	-8
CC(=O)Nc1ccccc1OC(=O)N1CCOCC1	12	27	-1
Cc1cccc(Nc2nnc(SCc3cn4ccsc4n3)s2)c1	-25	-14	6
O=C(c1cnc2sccn2c1=O)N1CCc2ccccc2C1	-9	6	1
CCOC(=O)CSc1nc(N(C)C)nc(N(C)C#N)n1	-7	-10	3
CC(=O)c1cc(C#N)c(SCC(=O)O)nc1C	-5	-1	8
COCCN(CCOC)S(=O)(=O)c1ccc(OC)cc1	20	-12	-4
Cc1ccc(OCC(=O)c2cc(C)n(C3CC3)c2C)c([N+](=O)[O-])n1	-20	-1	15
CCOC(=O)Cc1nnc(NC(=O)CSc2nnc3c4ccccc4n(C)c3n2)s1	4	6	-4
O=C1C(C=NC2CC2)=C(O)c2ccccc21	-19	-6	5
O=S(=O)(NC1CC1)c1ccc(S(=O)(=O)N(Cc2ccccn2)C2CCCC2)cc1	-4	-3	-5
O=C(Cn1nc(-c2ccccc2)c2ccccc2c1=O)NCCN1CCOCC1	-18	27	-2
CNc1nnc(-c2cc3cc(Cl)ccc3oc2=O)s1	-60	1	-3
Cc1ccc(-n2nnnc2-c2ccco2)cc1	8	1	-1
O=C(C1CCC1)N1CCc2cc(S(=O)(=O)NCc3ccccn3)ccc21	2	15	0
CCOC(=O)N1CCC(N(CCOC)C(=O)Nc2ccc(Cl)c(Cl)c2)CC1	-10	4	3
Cc1ccc(S(=O)(=O)NCC(=O)OCC(=O)N2N=C(c3ccc(Cl)cc3)CC2c2ccco2)cc1C (configuration not stated)	0	-5	7
O=C(c1cc(-c2ccccc2Cl)on1)N1CCN(C(=O)c2ccco2)CC1	-12	-11	2
Cc1c(Br)c(=O)[nH]c(=O)n1COCc1ccccc1	9	6	-3
CCCn1c(=O)c2ccccc2n2c(SCC(=O)c3ccc(CC)cc3)nnc12	-2	5	-6
Cc1[nH]n2c(=O)c3c(nc2c1-c1ccccc1)CCC3	-4	14	1
CC(C)SCc1nc2ccccc2[nH]1	-2	12	-2
N#CC1(Cc2ccccc2)c2ccccc2C=CN1C(=O)c1ccccc1 (configuration not stated)	-27	-30	1
CCC(c1nnnn1CCOC)N1CCN(Cc2ccccc2)CC1 (configuration not stated)	-15	5	13
O=C(Cc1ccccc1)NC(=S)Nc1ccc2oc(-c3ccccc3F)nc2c1	-30	-2	-1
O=C(CSc1nc2ccccc2n1-c1ccccc1)NCC1CCCO1 (configuration not stated)	4	-12	4
CCOC(=O)c1c(NC(=O)c2ccoc2C)sc(C(=O)N(C)C)c1C	-21	-4	-3
Cc1n[nH]c(C)c1S(=O)(=O)NCCc1ccc(Cl)cc1	-4	3	4
Cc1ccnc2nc(C(=O)Nc3nnc(CC(C)C)s3)nn12	-26	-1	-1
CCOC(=O)N1CCN(C(=O)CN(c2ccc3c(c2)OCO3)S(C)(=O)=O)CC1	-12	7	1
O=C(O)CCC(=O)Nc1ccccc1C(=O)NCc1ccco1	-16	-5	2
CC(=O)c1cccc(NC(=O)c2ccc(N(Cc3ccccc3C)S(C)(=O)=O)cc2)c1	8	-22	0
CN(C)c1ccc(NC(=O)CC(NCc2ccccn2)C(=O)O)cc1 (configuration not stated)	-4	0	-2
N#CCc1nc2n(n1)Cc1ccccc1-2	-15	-8	3
Cc1cccc(N(CC(=O)NCc2ccc3c(c2)OCO3)C(=O)CCC(=O)Nc2ccccn2)c1C	11	3	-3
O=C(O)c1ccc(COc2ccccc2Cl)cc1	-2	1	0
CCOC(=O)N1CCN(CC(=O)c2c(C)[nH]c3ccccc23)CC1	4	2	1
CCCc1ncc(C(O)c2ccc(OC)cc2)n1C (configuration not stated)	-21	-12	2
CCOc1ccc(NC(=O)CNC(=O)c2ccc(OC)c(OC)c2)cc1	-15	-6	1
CCCCNc1ncnc2c1cnn2-c1ccccc1	-93	-15	-1
Cc1nnc(SCc2ccccc2)n1N	-15	-4	-14
Cc1cc(C2C(C#N)=C(N)OC3=C2C(=O)CC(C)(C)C3)c(C)s1 (configuration not stated)	-5	2	2
O=C(Nc1ccc2c(c1)OCO2)C1CCN(S(=O)(=O)c2ccc3c(c2)OCCO3)CC1	4	-3	-1
Cc1cc(NC(=O)C2CC(c3ccc(Cl)cc3)=NO2)no1 (configuration not stated)	-4	12	-3
COc1ccc(CNc2ncnc3cc(OC)c(OC)cc23)cc1	-5	7	5
CN(CC(=O)NCCc1ccccc1)S(=O)(=O)c1cccs1	-16	8	-2
O=C(NCc1ccco1)c1cc2nc(C3CC3)cc(C(F)(F)F)n2n1	3	4	-2
CCOC(=O)CSc1nc2sc(C)c(C)c2c(=O)[nH]1	1	-8	4
CCOc1ccc(NS(=O)(=O)c2ccc(NS(=O)(=O)c3ccccc3)cc2)cc1	15	0	1
CCOC(=O)C1CCCN(C/C(O)=C(\C#N)c2nc(-c3ccc(Cl)cc3)cs2)C1 (configuration not stated)	-7	-6	1
CCSc1nnc(-c2cnn(-c3ccccc3)c2-n2cccc2)n1C	-1	-9	1
COCCN1CCN(c2cc(-c3ccccc3)nc3cc(-c4cccc(F)c4)nn23)CC1	9	0	0
O=C(Cc1ccccc1)NCCCc1ccccc1	-15	4	-6
OC(CC1CC12c1ccccc1-c1ncccc12)(c1ccccc1)c1ccccc1 (configuration not stated)	6	-3	2
CCN1CCN(CCCNC(=O)c2cc3c(=O)[nH]c4ccccc4c3s2)CC1	-4	0	-3
Cc1ccc(S(=O)(=O)N2CCN(S(=O)(=O)N3CCOCC3)CC2)c(C)c1	18	3	-5
Cc1cccc(NC(=S)NN2CCN(C)CC2)c1C	18	-10	4
CCCCn1c(CN2C(=O)c3ccccc3C2=O)nc2ccccc2c1=O	-4	-3	-3

Later entries
SMILES	LGR2 antag	PGC1a acetyl inh	PglD inh
O=C(Nc1nc(-c2nc3ccccc3s2)cs1)c1ccc(S(=O)(=O)N2CCOCC2)cc1	u	-1	2
CSCCC1NC(=O)N(CC(=O)Nc2ccc(N3CCCCC3)cc2)C1=O (configuration not stated)	41	29	-1
CN(Cc1ccccc1)C(=O)CCNC(=O)Cn1cnc2ccccc2c1=O	5	-4	2
O=C1c2ccsc2SCCN1Cc1ccc(Cl)cc1Cl	-2	1	-6
CCOC(=O)C1=C(C)Nc2ccccc2N=C1NC(=O)Cc1ccc(OC)cc1	-10	-4	11
O=C(Cc1c(O)c2ccccc2[nH]c1=O)NCc1ccc(F)cc1	11	4	1
CCc1ccc(OCC(=O)NC(=S)Nc2cccc(CO)c2)c(Br)c1	-93	17	-1
Cc1ccc(-n2nc(C)cc2NC(=O)c2ccc(C)s2)cc1	14	0	5
C=C(C)c1cccc(C(C)(C)NC(=O)NCC2CCCO2)c1 (configuration not stated)	-6	-4	-5
COC(=O)c1ccc(CSc2nc3cc(Cl)ccc3s2)o1	-6	-7	1
CN(C)c1ccnc2sc(C(N)=O)c(N)c12	34	48*	0
Cc1ccc(-n2ncc3c(NCCCOC(C)C)ncnc32)c(C)c1	10	-10	-3
COc1cccc(OCCn2c(C)c(/C=N/n3cnnc3)c3ccccc32)c1	18	-13	3
CC1CC(C)CN(C(=O)Cn2c(=O)n(CCCCC(=O)NC3CCCC3)c(=O)c3ccccc32)C1 (configuration not stated)	19	-2	1
O=C1N/C(=N/c2ccccn2)SC1Cc1ccccc1 (configuration not stated)	-6	5	-3
COC(=O)c1ccc(C)c(NC(=O)CCNC(=O)c2ccc([N+](=O)[O-])cc2)c1	5	4	11
O=C(CN1C(=O)c2ccccc2S1(=O)=O)NCCSC1CCCCC1	5	-13	-128
Cc1cccc2cc(-c3nc4c(C)cccn4c3NCc3ccco3)c(=O)[nH]c12	8	-2	1
S=c1[nH]nc(-c2cc3ccccc3o2)n1Cc1ccccc1	-6	2	-2
CCc1nc(-c2ccc(C)nc2OC)no1	-5	-9	4
CCCCCOc1ccc(CSc2ncn[nH]2)cc1	-68	-13	1
CCn1ccc(=N)cc1	35	11	-3
O=C(CCN1CCCCC1c1cccnc1)NCc1ccccc1 (configuration not stated)	-6	-8	0
Cc1cc(C)nc(SCC(=O)Nc2ccc(N3CCOCC3)cc2)n1	2	39	5
CC(=O)N(C)c1ccc(NC(=O)/C=C/c2ccccc2Cl)cc1	-59	10	-10
CCOc1ccc2nc(NC(=O)CSc3nc4c(c(=O)n(C)c(=O)n4C)n3C(C)C)sc2c1	-6	13	4
CC(C)(C)NC(=O)/C(=C\c1ccc(Br)cc1)NC(=O)c1cccs1	28	9	-2
N#CCCN1CCN(S(=O)(=O)c2ccc(C#N)cc2)CC1	-3	-2	-1
CC(=O)Nc1cccc(OC(=O)N2CCOCC2)c1	13	0	8
CCOc1ccc2nc(NC(=O)CN3CCN(C)CC3)sc2c1	-8	-1	1
Cc1n[nH]c(C)c1C(=O)CC1(O)C(=O)N(CCc2ccccc2)c2ccc(Br)cc21 (configuration not stated)	14	-8	2
Cc1ccc(C)n1NC(=O)c1ccccc1O	4	1	2
CCCCOc1ccccc1-c1cc(C(=O)O)[nH]n1	13	-13	2
NCC(O)COc1ccc2c(c1)OCO2 (configuration not stated)	18	5	2
CC(C)(C)OC(=O)N1CCC(C(=O)N2CCCCCC2)CC1	9	-2	4
CSc1nc(-c2ccccc2)nn1S(=O)(=O)c1ccc(Cl)cc1	4	2	-2
COc1ccc(S(=O)(=O)N2CCSC2c2ccc(N)cc2)cc1 (configuration not stated)	-4	-2	-3
CN1/C(=N\O)c2cccc3cccc1c23	10	-9	-3
COc1ccc(OC)c(NC(=O)C2CCCCC2C(=O)O)c1 (configuration not stated)	-6	1	-2
Cn1c(=O)c2c(n(Cc3ccccc3)c1=O)NC(=O)C2CC(=O)NCc1cccc(Cl)c1 (configuration not stated)	5	13	-4
CC(C)Nc1nc(NC(C)C)nc(Oc2ccc(OCc3ccccc3)nn2)n1	-11	-1	-2
COC(=O)/C=C1\SC(=Nc2ccccc2)NC1=O	-4	1	2
O=S(=O)(Cc1cc(-c2ccc(Cl)cc2)no1)c1ccccc1	-9	-3	-2
Cc1ccc(N(C(=O)C(F)(F)F)C(C(=O)NC2CCCCC2)c2cccs2)cc1 (configuration not stated)	12	-1	2
CCN1CCCC1CNc1ncnc2c1[nH]c1ccc(Cl)cc12 (configuration not stated)	-1	2	-1
O=C(CN1CCN(S(=O)(=O)c2ccc(F)cc2)CC1)Nc1ccc2c(c1)OCCO2	7	-9	-5
CCOc1ccc(N(CC(=O)O)S(=O)(=O)c2ccc(F)cc2)cc1	-5	7	4
CCC(C)[C@H](NC(=O)NC1CCCc2ccccc21)C(=O)O (some centres not stated)	17	-6	5
CCC(C)NC(=O)CSc1ncccc1C(=O)O (configuration not stated)	-22	-2	3
CCOC(=O)Cc1csc(SCC(=O)Nc2sc3c(c2C(N)=O)CCC3)n1	-17	3	-6
O=C(CCN1C(=O)c2ccccc2C1=O)OCN1C(=O)c2ccccc2C1=O	-5	-24	6
COc1ccc(-n2c(C)nc3cc(C(=O)N4CCOCC4)ccc32)cc1	-1	3	0
CCCNC(=O)c1ccccc1C(=O)NCCC	-9	5	-3
CCC(=O)Nc1nc2ccccc2n1Cc1ccc(C)cc1	6	3	-4
CC1CCCCC1NC(=O)COC(=O)COc1ccc(Cl)cc1 (configuration not stated)	2	-7	0
CC(N=C1NS(=O)(=O)c2ccccc21)C(=O)NCc1ccc2c(c1)OCO2 (configuration not stated)	3	3	4
COc1ccc(CCNc2oc(-c3ccc(OC)c(OC)c3)nc2C#N)cc1	-3	-16	1
CCOc1cc(N2CCOCC2)c(OCC)cc1NC(=O)C(NC(=O)c1ccco1)C(C)C (configuration not stated)	9	1	-3
Cc1ccc(OCc2nnc(NC(=O)c3ccco3)s2)cc1	-4	5	-6
COc1ccc(C(=O)CSc2nnc(-c3cccs3)n2-c2ccccc2)cc1	-1	6	-2
CCOc1c(Cl)cc(/C=N/O)cc1OC	-5	5	8
O=C(CCN1CCN(CC(=O)Nc2ccccc2F)CC1)Nc1ccccc1F	8	5	-5
COc1ccc(OC)c(NC(=O)CSc2nc(C)cs2)c1	-3	0	0
